# From PubChem BioAssay
# T cruzi growth: inhibitors of T. cruzi proliferation | T. cruzi beta-gal in NIH3T3, GalScreen luminescence, 90 h | inhibition, % at 8.34 µM | AID 624255 | actives 5.9% (n = 77,000);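 active = mean inhibition above about 93%, with at least 55% of replicates each passing it, limit read from the data, passing the limit was not always enough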
# C diff growth: C. difficile growth inhibition; AID 1259249; growth activity, negative = inhibition, % at 16 µg/mL (by protocol); actives 0.25% (n = 86,000); Clostridium difficile clinical isolate growth, OD600, 24 h; active compounds read low;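 active = mean growth activity at or below -80% and every replicate also at or below -80%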;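 note: 0% = DMSO wells and -100% = levofloxacin 16 µg/mL wells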
# Pf Dd2 growth: P. falciparum Dd2 growth inhibition; SYBR Green, 72 h; active compounds read low; activity change, % at 10 µM; actives 2.3% (n = 94,000); in the data active = activity change below about -80%
# KDM4C inh: blocks human GASC-1 (KDM4C) demethylase activity; Q9H3R0; GST-KDM4C 2-372, H3K9me3 peptide, LANCE TR-FRET; inhibition, % at 12.5 µM; actives 0.15% (n = 96,000); AID 720574;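 active = mean replicate inhibition above about 25%, with at least 55% of replicates also reaching it, limit read from the data, passing the limit was not always enough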
# Target sequence (Q9H3R0 2-372 limits assumed): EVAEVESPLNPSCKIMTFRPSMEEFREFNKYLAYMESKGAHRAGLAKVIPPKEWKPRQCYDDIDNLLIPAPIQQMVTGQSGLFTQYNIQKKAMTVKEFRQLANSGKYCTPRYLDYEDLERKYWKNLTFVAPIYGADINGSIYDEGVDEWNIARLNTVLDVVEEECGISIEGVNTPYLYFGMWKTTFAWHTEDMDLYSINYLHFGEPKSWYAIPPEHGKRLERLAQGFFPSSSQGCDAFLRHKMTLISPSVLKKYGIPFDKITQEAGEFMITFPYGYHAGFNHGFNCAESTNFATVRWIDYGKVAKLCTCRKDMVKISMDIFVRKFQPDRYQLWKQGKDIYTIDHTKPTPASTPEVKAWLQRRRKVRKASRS
#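 Assay system: GST-GASC-1 enzyme fragment 2-372 | Amount: 10 nM enzyme | Medium: HEPES buffer, pH 7.5, plus ascorbate | Reagent: H3K9me3 peptide substrate, Fe(II), 2-oxoglutarate | Doses: Single-point compound screen | Incubation: 30 min demethylation and 1 h detection at room temperature | Measured by: LANCE TR-FRET, excitation 340 nm, emissions 618 and 671 nm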
# The depositor's hits bear a star; . = not tested or not shown; & = joins results of further samples.
SMILES,T cruzi growth,C diff growth,Pf Dd2 growth,KDM4C inh
COc1ccc(NC(=O)Nc2ccc3c(c2)C(=O)N([C@@H](C)CO)C[C@H](C)[C@H](CN(C)Cc2ccc(C(F)(F)F)cc2)OCCCC[C@@H](C)O3)cc1,96.0*,10.0,-29.6,2.6
CC(C)NC(=O)N[C@@H]1CC[C@@H](CCN)O[C@H]1CO,-2.0,.,2.9,-0.7
O=C(NCC1CC1)[C@H]1[C@H](CO)[C@H]2Cn3c(ccc(-c4ccccc4F)c3=O)[C@@H]1N2Cc1cccnc1,-51.6,-8.9,.,-2.0
C[C@H]1CN([C@@H](C)CO)C(=O)c2cc(-c3ccc(F)cc3)cnc2O[C@H]1CN(C)Cc1cncnc1,15.8,-2.5,2.3,2.9
COc1cccc(C(=O)Nc2ccc3c(c2)C(=O)N(C)[C@@H]2CC[C@H](CC(=O)NCCCN4CCOCC4)O[C@@H]2CO3)c1,-56.1,-3.5,.,-0.8
COc1ccc2c3c([nH]c2c1)[C@H](CO)N(Cc1ccccc1F)CC31CN(C)C1,.,-2.3,-53.4,0.0
CCS(=O)(=O)Nc1ccc2c(c1)C(=O)N(C)[C@H]1CC[C@H](CC(=O)NCc3ccccc3F)O[C@@H]1CO2,-17.0,1.2,.,1.7
COCC(=O)NC[C@H]1[C@H](c2ccccc2)[C@H](CO)N1C(C)=O,75.8,-0.9,0.3,-2.8
COc1ccc2c3c(n(C)c2c1)[C@H](CO)N(C(=O)Nc1ccc(F)cc1)CC31CCN(C(=O)CC2CC2)CC1,.,39.8,-71.1,0.4
C[C@@H]1CN([C@H](C)CO)C(=O)Cc2cc(NS(=O)(=O)c3ccc(Cl)cc3)ccc2O[C@@H]1CN(C)S(=O)(=O)c1ccccc1,73.9,6.9,-2.1,0.4
C[C@H]1CN([C@@H](C)CO)C(=O)c2cc(Br)cnc2O[C@H]1CN(C)C(=O)c1cnccn1,-11.6,-0.6,6.5,-0.2
C[C@H](CO)N1C[C@H](C)[C@@H](CN(C)C(=O)C2CC2)Oc2cc(C#CCN(C)C)ccc2S1(=O)=O,100.0*,-3.0,12.0,0.8
COc1ccc(CN(C)C[C@H]2Oc3ccc(NC(=O)Nc4c(C)noc4C)cc3C(=O)N([C@@H](C)CO)C[C@@H]2C)cc1,-37.7,2.2,4.0,0.4
COCC(=O)Nc1ccc2c(c1)[C@H]1C[C@@H](CC(=O)NCc3ccc4c(c3)OCO4)O[C@@H](CO)[C@H]1O2,3.0,-6.1,14.1,0.0
C[C@H]1CN([C@@H](C)CO)S(=O)(=O)c2ccc(/C=C/c3ccccc3)cc2O[C@@H]1CN(C)C(=O)c1cccnc1,-4.0,-14.2,-33.0,0.0
O=C(CC1CC1)N1CC2(C1)[C@H](c1ccccc1)[C@H](CO)N2C(=O)c1ccccn1,.,-5.6,7.6,7.9
Cc1noc(C)c1S(=O)(=O)N(C)C[C@H]1OCCCC[C@@H](C)Oc2ccc(NS(=O)(=O)c3ccc(F)cc3)cc2C(=O)N([C@@H](C)CO)C[C@@H]1C,86.7,-6.9,-69.4,-0.4
C[C@@H]1CN([C@@H](C)CO)C(=O)c2cccc(NC(=O)C3CC3)c2O[C@H]1CN(C)Cc1ccc(Cl)c(Cl)c1,34.1,-4.8,-72.6,0.0
COc1ccc(CN2[C@H](CO)[C@@H]3c4ccccc4N(C(=O)CC(F)(F)F)C[C@@H]32)cc1,4.9,6.0,0.2,-2.5
CO[C@@H]1CN(C)C(=O)c2ccc(NC(=O)Nc3ccc(Cl)cc3)cc2OC[C@H](C)NC[C@H]1C,-35.8,.,.,-0.2
C[C@@H]1CN([C@H](C)CO)C(=O)c2cc(NS(=O)(=O)c3cn(C)cn3)ccc2O[C@@H](C)CCCCO[C@@H]1CN(C)C(=O)c1ccccc1,42.6,.,42.6,-1.5
CC(=O)N1[C@H](CO)[C@@H](c2ccccc2)C12CN(Cc1nccs1)C2,.,-3.5,5.2,0.6
COC(=O)C[C@H]1CC[C@H]2[C@H](COc3ccc(NS(=O)(=O)c4ccccc4Cl)cc3C(=O)N2C)O1,-15.3,-9.0,.,-0.6
C[C@@H]1CN([C@@H](C)CO)C(=O)c2c(c3ccccc3n2C)-c2ccccc2CO[C@H]1CN(C)S(=O)(=O)c1ccc(C(F)(F)F)cc1,.,44.5,-89.3*,.
COc1ccc2c3c(n(C)c2c1)[C@@H](CO)N(S(C)(=O)=O)CC31CN(C(=O)C2CCCC2)C1,.,5.2,24.3,-0.1
Cc1noc(C)c1NC(=O)N(C)C[C@@H]1OCCCC[C@@H](C)Oc2ccc(NS(=O)(=O)c3cn(C)cn3)cc2C(=O)N([C@H](C)CO)C[C@@H]1C,-25.3,-2.4,53.9,0.0
CC=Cc1ccc2n(c1=O)C[C@@H]1[C@@H](CO)[C@H](C(=O)NCCc3cn(C)cn3)N(C(=O)C3CCC3)[C@H]21 (mixture of isomers),67.9,-5.7,.,0.5
COc1ccc(NC(=O)Nc2ccc3c(c2)C(=O)N([C@H](C)CO)C[C@@H](C)[C@@H](CN(C)C(=O)c2ccccc2)OCCCC[C@H](C)O3)cc1,45.7,10.0,-27.4,0.8
Cc1noc(C)c1S(=O)(=O)Nc1ccc2c(c1)C(=O)N([C@@H](C)CO)C[C@@H](C)[C@H](CN(C)CC1CC1)OCCCC[C@H](C)O2,42.0,-1.3,-41.0,0.9
C[C@@H]1CN([C@@H](C)CO)S(=O)(=O)c2ccc(C3=CCCC3)cc2O[C@@H]1CN(C)C(=O)c1ccccn1,-19.0,-2.1,14.6,-3.0
C[C@@H]1CCCCO[C@H](CN(C)S(=O)(=O)c2ccc(F)cc2)[C@@H](C)CN([C@H](C)CO)C(=O)c2cc(NC(=O)c3ccccc3)ccc2O1,.,-3.3,-32.3,-0.9
COCC(=O)N1CCCCN2[C@H](C1)[C@H](c1ccc(C#Cc3ccccc3)cc1)[C@@H]2CO,43.4,-6.4,0.3,-0.3
C[C@@H]1CN([C@@H](C)CO)C(=O)c2cc(NC(=O)NC3CCCCC3)ccc2O[C@@H](C)CCCCO[C@@H]1CN(C)C(=O)Cc1ccccc1,28.8,-16.7,-32.4,-0.2
C[C@@H]1CN([C@@H](C)CO)S(=O)(=O)c2ccc(C#CC3(O)CCCC3)cc2O[C@H]1CN(C)C,-25.7,4.3,14.6,-0.3
CCCNC(=O)N1[C@H](CO)[C@@H](c2ccccc2)[C@@H]1CNC(=O)c1ccc(F)cc1,23.3,.,11.1,-0.5
Cc1noc(C)c1S(=O)(=O)N(C)C[C@@H]1Oc2ccc(NC(=O)Cn3cnnn3)cc2CC(=O)N([C@H](C)CO)C[C@@H]1C,6.1,1.1,16.1,-0.4
C[C@@H]1CN([C@@H](C)CO)C(=O)c2cc(NS(=O)(=O)c3ccc(Cl)cc3)ccc2O[C@H]1CN(C)S(=O)(=O)c1ccccc1,56.1,-1.4,2.1,0.2
C[C@H]1CN([C@@H](C)CO)C(=O)c2cc(NC(=O)Cc3cn(C)c4ccccc34)ccc2O[C@@H]1CN(C)Cc1ccc(Oc2ccccc2)cc1,81.7,7.6,-57.7,-1.5
C[C@@H]1CCCCO[C@H](CN(C)Cc2ccc(C(=O)O)cc2)[C@H](C)CN([C@H](C)CO)C(=O)c2cc(NS(=O)(=O)c3cccs3)ccc2O1,47.8,-4.1,0.8,-0.3
COc1ccccc1C#Cc1ccc2c(c1)O[C@H](CN(C)Cc1ccccc1)[C@@H](C)CN([C@H](C)CO)S2(=O)=O,113.6*,3.8,-77.5,-3.2
CCCN(C)C[C@H]1OCCCC[C@@H](C)Oc2ccc(NS(=O)(=O)c3cn(C)cn3)cc2C(=O)N([C@H](C)CO)C[C@H]1C,39.3,1.2,-59.2,-1.6
C[C@@H]1CN([C@H](C)CO)C(=O)Cc2cc(NC(=O)CCC(F)(F)F)ccc2O[C@@H]1CN(C)S(=O)(=O)c1cn(C)cn1,8.0,-5.3,4.0,-0.5
CCCN(C)C[C@H]1OCc2cnnn2CCCC(=O)N([C@H](C)CO)C[C@@H]1C,-15.8&59.9,-2.3&-3.8,7.1&2.6,0.7
COc1ccc(S(=O)(=O)Nc2cccc3c2O[C@H](CN(C)CC2CC2)[C@H](C)CN([C@@H](C)CO)C3=O)cc1,22.3,4.1,15.8,-0.1
CO[C@H]1CN(C)C(=O)c2ccc(NC(=O)Nc3cccc(F)c3)cc2OC[C@@H](C)N(C(=O)C2CC2)C[C@H]1C,-9.1,.,.,0.8
O=C(N[C@H]1CC[C@H](CCn2cc(Cc3ccccc3)nn2)O[C@H]1CO)c1ccccn1,-19.2,-2.4,-6.3,-1.6
C[C@@H]1CCCCO[C@H](CN(C)C(=O)CCC(F)(F)F)[C@H](C)CN([C@@H](C)CO)C(=O)c2cc(NC(=O)Nc3ccccc3)ccc2O1,-56.0,-11.2,3.1,-0.8
O=C(c1ccccc1F)N1C[C@H]2[C@@H](c3ccccc31)[C@H](CO)N2C(=O)c1ccccc1,31.7,3.4,16.7,1.3
O=C(C[C@H]1CC[C@@H](NC(=O)c2cccnc2)[C@H](CO)O1)NCc1ccc(Cl)c(Cl)c1,-5.5,.,-3.7,-0.4
CNC[C@@H]1Oc2cc(-c3cncnc3)ccc2S(=O)(=O)N([C@H](C)CO)C[C@H]1C,66.9,-2.6,.,-0.9
Cc1noc(C)c1NC(=O)Nc1ccc2c(c1)C(=O)N([C@@H](C)CO)C[C@H](C)[C@@H](CN(C)Cc1ccc(C(=O)O)cc1)OCCCC[C@H](C)O2,19.8,-2.8,59.5,-0.2
CCCC#Cc1ccc2c(c1)O[C@H](CN(C)Cc1ccncc1)[C@@H](C)CN([C@H](C)CO)S2(=O)=O,117.5*,4.9,-59.8,7.4
C[C@@H]1CN([C@@H](C)CO)C(=O)c2cccc(NS(=O)(=O)c3ccc(F)cc3)c2O[C@H]1CN(C)C(=O)Nc1cccc2ccccc12,.,-4.4,-16.7,1.1
CNC[C@H]1Oc2cc(C#Cc3ccccc3OC)ccc2S(=O)(=O)N([C@H](C)CO)C[C@@H]1C,101.4*,4.2,.,-5.0
COCC(=O)N(C)C[C@@H]1Oc2cc(-c3ccc(C)cc3)ccc2S(=O)(=O)N([C@H](C)CO)C[C@@H]1C,-3.8,-2.1,.,-0.7
Cc1ccccc1NC(=O)Nc1ccc2c(c1)C(=O)N(C)[C@H]1CC[C@H](CC(=O)NCC3CC3)O[C@H]1CO2,10.6,-4.1,1.4,-2.7
O=C(Nc1ccc(F)cc1)N1CC(=O)N2[C@H](CO)[C@H](c3ccc(Br)cc3)[C@H]2C1,.,-5.2,23.9,1.6
O=C(C[C@H]1C[C@H]2c3cc(NS(=O)(=O)c4ccc(F)cc4)ccc3O[C@H]2[C@H](CO)O1)NCc1cccc(F)c1,1.0,1.5,-56.6,-1.7
COCC(=O)NC[C@H]1[C@@H](c2ccccc2)[C@H](CO)N1C(C)=O,62.2,-2.7,5.5,-1.4
CO[C@@H]1CN(C)C(=O)c2ccc(NC(C)=O)cc2OC[C@H](C)N(S(=O)(=O)c2cn(C)cn2)C[C@H]1C,15.1,.,-10.3,-0.4
# Continuation:
SMILES,T cruzi growth,C diff growth,Pf Dd2 growth,KDM4C inh
C[C@@H]1CN([C@H](C)CO)C(=O)c2cccc(NC(=O)C3CCOCC3)c2O[C@H]1CN(C)Cc1ccc(C(=O)O)cc1,17.8,0.7,58.4,-0.2
O=C(C[C@H]1CC[C@@H]2[C@H](COC[C@H](O)CN2Cc2cccc(F)c2)O1)NCc1cccc(F)c1,-1.2,3.5,-4.2,0.4
C[C@H]1CN([C@@H](C)CO)C(=O)c2cc(NC(=O)Cn3cnnn3)ccc2O[C@@H]1CN(C)Cc1ccncc1,23.3,0.3,-3.2,-0.1
O=C(CC1CC1)N1CC[C@@H]2[C@H]1c1cc(-c3ccc(F)cc3)ccc1N[C@@H]2CO,102.9*,-3.2,5.7,-0.5
Cc1cccc(S(=O)(=O)N2C[C@@H](O)COC[C@H]3O[C@@H](CC(=O)N4CCN(C)CC4)CC[C@@H]32)c1,0.7,-1.2,5.1,0.8
C[C@H]1CN([C@@H](C)CO)S(=O)(=O)c2ccc(C#CC3CCCC3)cc2O[C@@H]1CN(C)C(=O)Cc1ccncc1,121.9*,-11.7,-29.4,-3.7

# Reprinted at random: six compounds from above, in no set order.
SMILES,T cruzi growth,C diff growth,Pf Dd2 growth,KDM4C inh
O=C(CC1CC1)N1CC[C@@H]2[C@H]1c1cc(-c3ccc(F)cc3)ccc1N[C@@H]2CO,102.9*,-3.2,5.7,-0.5
C[C@H]1CN([C@@H](C)CO)S(=O)(=O)c2ccc(C#CC3CCCC3)cc2O[C@@H]1CN(C)C(=O)Cc1ccncc1,121.9*,-11.7,-29.4,-3.7
Cc1cccc(S(=O)(=O)N2C[C@@H](O)COC[C@H]3O[C@@H](CC(=O)N4CCN(C)CC4)CC[C@@H]32)c1,0.7,-1.2,5.1,0.8
O=C(C[C@H]1CC[C@@H]2[C@H](COC[C@H](O)CN2Cc2cccc(F)c2)O1)NCc1cccc(F)c1,-1.2,3.5,-4.2,0.4
C[C@@H]1CN([C@H](C)CO)C(=O)c2cccc(NC(=O)C3CCOCC3)c2O[C@H]1CN(C)Cc1ccc(C(=O)O)cc1,17.8,0.7,58.4,-0.2
C[C@H]1CN([C@@H](C)CO)C(=O)c2cc(NC(=O)Cn3cnnn3)ccc2O[C@@H]1CN(C)Cc1ccncc1,23.3,0.3,-3.2,-0.1

# Random draw from the library. Share with any hit: about 7%.
